Screening results deposited in PubChem BioAssay by several laboratories.
CaV13 FRET inh – Primary screen for inhibitors of IQ motif and Ca2+-dependent inactivation inhibitor domain binding in CACNA1D, Förster resonance energy transfer in living cells, …; HEK cells, CFP/YFP FRET ICDI-IQ, plate reader, 10 min; percent FRET-ratio fall versus neutral wells; 0.098% of 340,000 active; AID 743397; inhibition, % at 12.3 µM;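 active = mean replicate inhibition of at least 30% and at least 1% of replicates passing that level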;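 note: 0% = median of the neutral control wells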
PDI turbidity – PDI (human) enzyme inhibition | inhibition, % at 10 µM | P07237 | AID 588391 | PDI insulin aggregation turbidity, A650, 90 min | 0.052% of 350,000 active;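 active = mean inhibition across replicates of 30% or more, whatever share of single replicates reach that level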;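 note: absorbance from insulin aggregation driven by PDI reduction with DTT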
Target sequence (P07237 whole entry, looked up): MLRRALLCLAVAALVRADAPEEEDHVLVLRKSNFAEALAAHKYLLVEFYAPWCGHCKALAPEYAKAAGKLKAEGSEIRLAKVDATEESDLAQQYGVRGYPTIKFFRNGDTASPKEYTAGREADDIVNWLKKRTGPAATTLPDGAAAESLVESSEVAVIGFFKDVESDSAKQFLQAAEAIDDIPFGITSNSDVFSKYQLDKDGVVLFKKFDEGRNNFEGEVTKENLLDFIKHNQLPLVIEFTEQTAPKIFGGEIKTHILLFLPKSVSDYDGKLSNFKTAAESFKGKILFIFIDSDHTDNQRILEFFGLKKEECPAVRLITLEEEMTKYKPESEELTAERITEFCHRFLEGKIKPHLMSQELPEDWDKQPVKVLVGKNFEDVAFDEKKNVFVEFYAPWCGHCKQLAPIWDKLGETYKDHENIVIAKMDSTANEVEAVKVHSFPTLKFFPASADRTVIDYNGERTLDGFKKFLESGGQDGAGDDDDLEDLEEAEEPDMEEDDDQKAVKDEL
NR2E3 ag-1 – agonists of human nuclear receptor NR2E3; Q9Y5X4; GST-NR2E3/biotin-RetCOR TR-FRET, 1536-well; inhibition of corepressor binding, % at 4.78 µM; 0.12% of 320,000 active; AID 2300;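 active = percent inhibition above the cutoff of mean plus 3 SD of all tested compounds, set per screening campaign, cut at about 20% in these data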;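 note: 0% = DMSO wells and 100% = biotin wells as full block of FRET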
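Material: NR2E3–RetCOR corepressor complex / Incubation: Compound–protein incubation for 5 h at 4 °C / Dosing: compound at 4.8 µM, single dose / Detection: time-resolved FRET / Benchmarks: high control biotin, low control 0.6% DMSO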
H9c2 protect – protects H9c2 cardiomyocytes from peroxide injury; H2O2 injury protection, ATPLite, 2 h; protection from H2O2 cell death, % at 20 µM; 0.63% of 360,000 active;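 active = compounds giving at least 50% protection of heart cells from peroxide-induced death in the single-dose screen, raw or plate-pattern-corrected value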;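 note: 0% = DMSO wells with peroxide and 100% = DMSO wells without peroxide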
HIF-2a block – inhibitors of HIF-2a; 786-0 RCC cells HIF-2a reporter, luciferase luminescence, overnight; inhibition, % at 18.8 µM; 0.72% of 360,000 active; AID 624352;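 active = inhibition of the luminescence signal of 40% or more relative to plate controls, in a single-dose primary screen at 18.75 µM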
m5-HT2A agonist – agonists of mouse serotonin 5-HT2A receptor (HTR2A). P35363. CHO-K1 mHTR2A beta-arrestin complementation, luminescence; percent of 30 µM serotonin response. activation, % at 7.6 µM. 0.66% of 360,000 active;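 active = activation above a run cutoff, the mean activation of all tested compounds plus 3 SD, cut at about 14% in these data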;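 note: 0% = plate median of compound wells and 100% = 30 µM serotonin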
Target sequence (P35363 whole entry, looked up): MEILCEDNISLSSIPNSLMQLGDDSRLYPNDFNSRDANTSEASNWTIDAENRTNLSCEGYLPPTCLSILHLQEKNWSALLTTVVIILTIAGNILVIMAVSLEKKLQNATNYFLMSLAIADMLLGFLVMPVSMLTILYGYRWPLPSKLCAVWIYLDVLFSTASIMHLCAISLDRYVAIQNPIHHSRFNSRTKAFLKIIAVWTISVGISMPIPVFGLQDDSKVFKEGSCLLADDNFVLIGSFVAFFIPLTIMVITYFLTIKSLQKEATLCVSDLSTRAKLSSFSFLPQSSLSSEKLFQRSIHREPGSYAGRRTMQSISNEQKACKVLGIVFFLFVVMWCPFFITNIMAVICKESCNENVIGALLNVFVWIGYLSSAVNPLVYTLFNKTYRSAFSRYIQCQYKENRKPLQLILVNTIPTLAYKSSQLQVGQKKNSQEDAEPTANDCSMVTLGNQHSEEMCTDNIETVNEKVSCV
Shn3 3UTR inh – inhibitors of Schnurri-3 3'UTR reporter in osteoblasts. 0.52% of 360,000 active. AID 588674. Clone20 osteoblast Shn3 3'UTR firefly luciferase, 24 h. inhibition, % at 12.5 µM;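 active = mean inhibition of at least 75% with every replicate also reaching 75%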;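 note: 0% = median of neutral control wells and 100% = pilot-screen positive control compound; some compounds past the cut are filed as inactive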
MITF TRPM1 inh – MITF TRPM1 promoter inhibition in SK-MEL-5 cells; AID 488899; inhibition, % at 12.5 µM; SK-MEL-5 TRPM1 promoter luciferase, 24 h; 0.83% of 330,000 active;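 active = mean inhibition across replicates of 60% or more, whatever share of single replicates reaches that level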; note: values of inactives mirror those of a sister screen read the other way
hiPSC survival – hiPSC single-cell survival enhancement; AID 602274; survival enhancement, % at 20 µM; ATPlite luminescence; 100% = ROCK inhibitor wells, 0% = DMSO; 0.044% of 360,000 active; in the data active = survival enhancement above about 18%;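 note: cells exposed to compounds for 16 hours before the ATP read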
Peg3 prom inh – Peg3 promoter activity inhibition; inhibition, % at 20 µM; AID 588405; 1.7% of 360,000 active; HeLa PEG-Prom luciferase reporter, luminescence, overnight;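 active = inhibition of at least 50% at 20 µM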
NR2E3 ag-2 – agonists of human NR2E3 nuclear receptor. Q9Y5X4. CHO-S Gal4-NCOR/VP16-NR2E3 two-hybrid, luciferase. inhibition of corepressor binding, % at 3.98 µM. 0.35% of 360,000 active. AID 602229;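 active = inhibition above the mean of all tested compounds plus 3 SD, cut at about 70% in these data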;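 note: 0% = DMSO with NR2E3 transfected cells and 100% = cells lacking NR2E3 construct; higher means lower luciferase signal from less NR2E3 corepressor binding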
Active calls of the source: *; . = not tested or not shown. No enrichment for hits (roughly 3.9% active in at least one column).

SMILES | CaV13 FRET inh | PDI turbidity | NR2E3 ag-1 | H9c2 protect | HIF-2a block | m5-HT2A agonist | Shn3 3UTR inh | MITF TRPM1 inh | hiPSC survival | Peg3 prom inh | NR2E3 ag-2
CC(O)(c1cccc(F)c1)c1nc(-c2ccc(S(C)(=O)=O)cc2)cs1 (stereo not drawn) | -5 | -11 | . | 0 | 1 | -4 | 9 | . | 2.2 | 8 | -30
CCOC(=O)c1ccc(NC(=O)Cn2cccc2)cc1 | -9 | 1 | 2 | -10 | -66 | -8 | -5 | -16 | 2.4 | -49 | -23
Cc1ccc(C(=O)NNC(=O)CSc2nnc(-c3ccncc3)n2-c2ccc(C)cc2)cc1 | -4 | 6 | -2 | 1 | 5 | 1 | 4 | 19 | 2.4 | -5 | -5
CCN(C(=O)CSc1nnc(Nc2ccc(OC)cc2)s1)C1CCS(=O)(=O)C1 (stereo not drawn) | -7 | -3 | . | -8 | -71 | 6 | -4 | -7 | -1.9 | -112 | -8
CSc1ccc(/C=C2\C(=N)N3N=C(CC(=O)N4CCOCC4)SC3=NC2=O)cc1 | -3 | 1 | 1 | -4 | 5 | 4 | -7 | 5 | -0.5 | 7 | -37
CN=C(NC)SC1CC(=O)N(c2ccccc2)C1=O (stereo not drawn) | . | 5 | -4 | 9 | 4 | 1 | -2 | -6 | -0.1 | 22 | 16
Cc1ccc(Nc2nc(COC(=O)COc3ccc(C=O)cc3)cs2)cc1 | -5 | -3 | 2 | -9 | -131 | -2 | -97 | -51 | 0.7 | -187 | -41
CCC(C)N(NC(C)=O)c1nc(Cl)nc(NC(C)C)n1 (stereo not drawn) | -2 | 10 | 0 | 16 | 23 | 4 | -10 | 8 | 1.0 | 6 | -11
Cc1c(C(=O)O)c(=S)sn1CCOc1ccccc1 | . | 6 | . | -4 | 15 | 0 | 4 | 5 | 0.7 | -4 | -26
Cc1cccc(NC(=O)C2C3CCC4C(CCC32)C4(Cl)Cl)c1 (stereo not drawn) | -3 | 1 | 2 | -8 | -9 | 1 | -8 | -1 | -1.7 | -6 | -8
Cn1nnnc1SCCNC(=O)C1CCC(=O)N(Cc2ccccc2F)C1 (stereo not drawn) | -7 | -4 | 3 | -3 | 5 | 5 | -11 | -1 | -0.5 | -13 | -7
CCN1C(=NCCOC)N[C@@H](c2ccccc2)[C@H](C(=O)OC)[C@H]1C | -6 | 0 | . | 1 | 14 | 7 | 6 | 1 | -3.0 | -6 | 12
CCn1cc(C(=O)N[C@H](C(=O)O)C(C)C)c(=O)c2cc3c(cc21)OCO3 | -3 | 3 | -1 | 4 | 18 | -3 | -1 | -4 | -0.7 | -6 | -38
CSc1ncccc1C(=O)Nc1cccc(S(=O)(=O)N2CCCC2)c1 | -3 | -2 | . | -2 | 3 | -2 | 7 | -7 | -0.4 | -8 | 4
Nc1ccc(-c2cc(-c3cccc(N)c3)nc(-c3ccccc3)n2)cc1 | -3 | 0 | 5 | -3 | -5 | 15* | -8 | 6 | -0.3 | 23 | -12
O=C1/C(=C/c2ccc(Br)cc2)Oc2cc(O)ccc21 | -62 | 20 | 1 | -20 | -287 | -2 | -45 | -26 | 0.0 | -223 | -95
Cc1nc2ncc(Br)cc2[nH]1 | -3 | 15 | -5 | 5 | 11 | 4 | 16 | 7 | 0.1 | -1 | 6
CCOc1ccc(C(=O)NCC(=O)OCCCC(=O)c2ccc(F)cc2)cc1OCC | -6 | -7 | -2 | 0 | 5 | 4 | -5 | -4 | -2.9 | 11 | 7
O=C(COc1ncnc2sccc12)Nc1cccc(S(=O)(=O)N2CCOCC2)c1 | -2 | -2 | -6 | 0 | 1 | 4 | 8 | . | 0.0 | 1 | -26
COc1ccc(-c2cc(C(=O)N(C)Cc3nc4ccccc4c(=O)[nH]3)c3ccccc3n2)cc1OC | -10 | 1 | . | 66* | 18 | 3 | 36 | 18 | 0.3 | 48 | -18
COc1ccc(S(=O)(=O)NCC(=O)N(CC(=O)NCc2ccccc2)Cc2ccco2)cc1 | -4 | 4 | 0 | 1 | 8 | 7 | -5 | 10 | -0.4 | 12 | 26
O=C(Cc1ccc(Cl)c(Cl)c1)Nc1ccc2[nH]c(=O)[nH]c2c1 | -1 | 1 | 0 | 4 | 7 | -5 | -1 | 9 | -0.4 | -1 | -29
CCOC(=O)/C(=C/C=C1\Sc2cc(C)c(C)cc2N1CC)C(C)=O | -9 | 1 | . | -4 | 11 | 3 | 51 | 11 | 2.0 | 5 | 0
CC(C)(Oc1ccc(Cl)cc1)C(=O)NC1CC1 | -6 | 6 | 3 | 6 | 9 | 5 | 9 | 10 | 0.2 | 9 | 16
Cc1ccc(C2CC(=O)Nc3cc4c(cc32)OCCO4)s1 (stereo not drawn) | -6 | -3 | 2 | -5 | 1 | -3 | 24 | 11 | -2.1 | 25 | 2

(more compounds)
SMILES | CaV13 FRET inh | PDI turbidity | NR2E3 ag-1 | H9c2 protect | HIF-2a block | m5-HT2A agonist | Shn3 3UTR inh | MITF TRPM1 inh | hiPSC survival | Peg3 prom inh | NR2E3 ag-2
COc1ccc(S(=O)(=O)N2CCCOC2CNC(=O)C(=O)NCc2ccccc2C)cc1 (stereo not drawn) | 3 | -4 | . | 6 | 9 | -2 | 1 | . | -1.5 | -5 | -31
O=C(NCc1ccco1)C(c1ccccc1F)N(Cc1cccnc1)C(=O)Cn1nnc2ccccc21 (stereo not drawn) | -4 | 8 | -1 | -3 | 22 | 7 | -6 | 6 | 6.6 | 15 | 7
COc1ccc(NC(=O)c2ccc(Br)o2)c([N+](=O)[O-])c1 | . | 3 | 3 | -11 | -123 | -1 | -26 | -6 | 1.3 | -176 | -28
Cc1ccc2nc(NC(=O)CN3C(=O)NC4(CCCCC4)C3=O)sc2c1 | -6 | 2 | -3 | -10 | -95 | -4 | -5 | 4 | -0.2 | -128 | -42
Cc1ccc2c3c1C1(C(=O)N3C(C)(C)CC2C)C(C#N)=C(N)Oc2cc(O)ccc21 (stereo not drawn) | -5 | -4 | 2 | -1 | 32 | 0 | 2 | 4 | 7.5 | 32 | -14
Cc1cc(Br)cc(Br)c1OCC(=O)NNC(=O)CCC(=O)NCc1ccccc1 | . | -5 | . | -4 | 15 | 0 | 16 | 6 | 0.4 | 6 | -15
Cc1ccc(C(=O)Nc2ccccc2C(=O)Nc2ccccn2)cc1Cl | -21 | -10 | 1 | -11 | -121 | -3 | -39 | -23 | -1.0 | -77 | 18
Cn1ncn2c(=O)c3c(nc12)-c1ccccc1CC31CCCC1 | -2 | -1 | -4 | 2 | 18 | -3 | 6 | -10 | -0.7 | -2 | -16
Cc1ccc(CNC(=O)c2ccc(-n3cccc3)cc2)cc1 | 6 | 9 | . | 3 | 3 | 0 | -2 | 7 | 1.2 | -1 | -6
O=C(CSc1n[nH]c(-c2ccccc2O)n1)N1CCCc2ccccc21 | -5 | -7 | 0 | 13 | -29 | -1 | 10 | -1 | -2.2 | 17 | -90
C/C=C(/C)C(=O)Nc1cccc(C2=NOC3(C2)C[C@H](C(N)=O)N(C(=O)c2ccccc2)C3)c1 (stereo partly drawn) | -11 | 5 | -1 | 0 | 9 | 4 | 11 | 9 | 3.1 | 12 | -12
Cc1cc2[nH]c(=O)c(=O)[nH]c2cc1S(=O)(=O)Nc1cccc(C)c1C | -7 | -1 | 1 | -4 | 11 | 2 | -11 | -2 | -0.4 | 4 | -29
Cc1ccc(Cn2c(N)c(S(=O)(=O)c3cccs3)c3nc4ccccc4nc32)cc1 | -5 | 0 | -1 | -4 | 16 | 0 | 35 | 27 | -2.5 | 12 | -16
COc1ccc(/C=N/NC(=O)CNc2n[nH]c(=O)[nH]c2=O)cc1OC | -5 | -4 | -1 | -1 | 17 | 3 | -2 | 2 | 4.7 | -6 | 4
COc1ccc(CNC(=O)CNC(c2ccccc2)c2ccccc2)cc1OC | -7 | 0 | 1 | 12 | 21 | 12 | 1 | -9 | -0.3 | 18 | -42
COc1ccc(N2CCN(S(=O)(=O)c3ccc(OC)c(C(=O)N4CCCC4)c3)CC2)cc1 | -5 | 4 | 0 | -8 | -8 | -12 | 20 | . | 0.8 | 2 | 13
Cc1ccc2c(=O)n3c(nc2c1)C(Cc1ccccc1)NC(=O)c1cc2ccccc2cc1-3 (stereo not drawn) | -6 | -2 | . | 10 | 12 | -6 | 10 | . | 1.0 | 25 | -21
O=C(COC(=O)c1cnccn1)Nc1ncc(C(F)(F)F)cc1Cl | -7 | -6 | . | -2 | 9 | 1 | 2 | -3 | 0.7 | -2 | 10
CCOC(=O)C(NCc1ccccn1)(NC(=O)c1cccnc1)C(F)(F)F (stereo not drawn) | -1 | -1 | 0 | 15 | -2 | 2 | -8 | -2 | 0.2 | -3 | -35
CC1(C)Cc2c(sc3nc4n(c(=N)c23)CCCCC4)CO1 | . | 10 | -1 | -10 | -50 | -1 | -1 | -12 | -3.9 | -38 | -13
Cc1ccccc1C(=O)NNC(=O)/C=C\C(=O)O | -6 | 5 | 1 | 9 | -5 | 13 | -53 | 5 | -0.4 | 0 | -27
S=C(NCCCN1CCOCC1)NC1CC1 | -5 | 4 | -2 | 0 | 19 | 0 | 2 | 0 | -0.4 | 7 | -16
CC1(C)CC(=O)c2cc(NC(=O)c3ccc(F)cc3)c(=O)oc2C1 | -2 | -1 | 2 | -6 | -19 | 1 | -26 | -8 | -0.6 | -22 | -21
Cc1[nH]c(=O)c(C(=O)/C=C/c2ccccc2F)c2c1CCCC2 | -7 | -1 | -2 | -11 | 90* | -6 | 6 | 84* | -2.4 | 110* | 53
CC(=O)NS(=O)(=O)c1ccc(NC(=O)c2ccc(NC(=O)c3cccs3)cc2)cc1 | -6 | 4 | -1 | 10 | 9 | 9 | -60 | -5 | 0.4 | -16 | -16
N#CCCCN1C(=O)C(O)(CC(=O)c2ccc3c(c2)OCCO3)c2ccccc21 (stereo not drawn) | . | 14 | 2 | 6 | 5 | -1 | -16 | 9 | 2.5 | -17 | -13
CC(C)NC(=O)NC(=O)CSc1nnc(C(F)(F)F)n1C | -4 | 2 | 3 | 2 | 9 | 2 | -7 | -4 | -0.5 | 4 | -11
N#Cc1cc([N+](=O)[O-])cnc1NCC(O)CO (stereo not drawn) | -6 | -6 | 1 | 6 | 10 | -3 | 7 | 20 | -3.2 | 5 | -23
O=S(=O)(/C(=C\c1ccc(C(F)(F)F)cc1)c1nc2ccccc2[nH]1)c1ccccc1 | . | 9 | . | -18 | 84* | -9 | 93* | 97* | -3.2 | 105* | 91*
